PTHR1 agonist = agonists of human PTHR1 parathyroid hormone receptor; Potency, µM (titrated, usually from 115 µM), for the others: at the top dose activation, hits mostly activators; HEK293 GP2 PTHR1 cells, GloSensor cAMP luminescence, 1 h; 410,000 tested, 0.075% active; Q03431; note: potency is the fitted concentration of half-maximal effect; nearly all actives have a fitted effect of over 55% in size; some results filed as inactive show a strong effect at the top dose; inactives centre near -15; many of its hits are not listed in these tables
Target sequence (Q03431 whole entry, looked up): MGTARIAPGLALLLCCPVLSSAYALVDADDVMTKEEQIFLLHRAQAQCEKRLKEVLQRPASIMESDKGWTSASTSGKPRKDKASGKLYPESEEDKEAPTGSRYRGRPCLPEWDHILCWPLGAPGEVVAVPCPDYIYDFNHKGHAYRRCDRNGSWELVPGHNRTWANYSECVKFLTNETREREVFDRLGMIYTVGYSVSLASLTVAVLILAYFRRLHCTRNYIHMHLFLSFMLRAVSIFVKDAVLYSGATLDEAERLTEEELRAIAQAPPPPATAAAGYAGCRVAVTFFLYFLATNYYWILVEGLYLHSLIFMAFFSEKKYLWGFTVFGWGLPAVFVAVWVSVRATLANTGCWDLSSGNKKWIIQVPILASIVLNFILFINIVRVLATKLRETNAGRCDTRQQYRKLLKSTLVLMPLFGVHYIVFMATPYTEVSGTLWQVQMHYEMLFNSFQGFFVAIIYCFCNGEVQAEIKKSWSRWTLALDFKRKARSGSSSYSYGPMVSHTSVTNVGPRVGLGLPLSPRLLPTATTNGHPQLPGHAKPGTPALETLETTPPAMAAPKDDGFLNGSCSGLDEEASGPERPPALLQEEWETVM
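HEK-293-derived GP2 cells expressing PTHR1 and a GloSensor cAMP reporter, 3,000/well, plated overnight, given luciferin plus IBMX (each 0.5 mM as added) for 1 h at 37 °C, then compound for 1 h at 37 °C. Luminescence was read after 15 min at room temperature.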
aSyn rescue = alpha-synuclein toxicity inhibition in yeast | Yeast expressing alpha-synuclein, growth rescue, BacTiter-Glo, 24 h | Potency, µM (doses to about 46.1 µM), for the others: at the top dose growth rescue (activation), most hits filed as activators | 370,000 tested, 0.14% active | AID 652106; note: potency is the fitted concentration of half-maximal effect; % of control where 0% means no effect; nearly all actives have a fitted effect of over 65% in size
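Screening used galactose-induced yeast with toxic alpha-synuclein levels, exposed to compound for 24 hr at 30 deg C. Cell growth, read with BacTiter-Glo luminescence, gave the measured signal.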
TDP43 rescue = rescues yeast growth from TDP-43 toxicity; TDP-43 expressing yeast growth rescue, BacTiter-Glo, 24 h; Potency, µM (series often up to 46.1 µM), inactives show top-dose growth rescue (activation), most hits filed as activators; 410,000 tested, 1.8% active; AID 652104; note: potency is the fitted concentration of half-maximal effect; % of control where 0% means no effect; nearly all actives have a fitted effect of over 50% in size
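Growth rescue of TDP-43-toxic yeast measured as ATP luminescence (BacTiter-Glo). Cells grown to mid-log in raffinose, induced in galactose at OD600=0.02, exposed to compound 24 hr at 30 deg C.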
Abeta yeast res = A-beta toxicity reversal in yeast. yeast expressing A-beta42, growth rescue, OD600, 48 h; response scale: 0% DMSO, 100% iron-clioquinol control. Potency, µM (series often up to 46.1 µM), without a hit: at the highest dose growth rescue, hits mostly activators. 410,000 tested, 0.063% active. AID 1347071; note: potency is the fitted concentration of half-maximal effect; nearly all actives have a fitted effect of over 55% in size
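Yeast growth medium received pinned compounds, then yeast cells expressing toxic A-beta were added; plates incubated at 30 C for 48 hr. Growth read as absorbance at 600 nm, normalized to DMSO and equimolar FeCl3 plus clioquinol controls.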
pAkt inh = Akt phosphorylation inhibition. Neuro2A IGF-stimulated pAkt S473 HTRF, 20 min; hits give low values. activity change, % for hits at 50 µM. 360,000 tested, 0.32% active; in the data active = activity change below about -80%; inconclusive = mostly about -51% to -80%; note: % is set by controls: 0 for no effect and ±100 for the full control effect
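Neuro2A cells in DMEM with 0.5% FBS, overnight at 37 deg C, given compound at single 50 µM final, then IGF (6 nM final) for 20 min at 37 deg C. Lysed; phospho-Akt Ser473 by HTRF after 24 h, 665/615 ratio.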
GLP-1R inv ag = GLP-1 receptor (human) inverse agonism; P43220; HEK293 GLP-1R CRE-luciferase, luminescence, 24 h; GLP-1R form is constitutively active; Potency, µM (titrated, usually from 38.3 µM), for inactives: at the highest dose activity change, negative = inhibition, hits mostly inhibitors; 410,000 tested, 1.6% active; AID 624417; note: potency is the fitted concentration of half-maximal effect; % is set by controls: 0 for no effect and ±100 for the full control effect; nearly all actives have a fitted effect of over 55% in size
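Seeding at 200 cells/uL, 12 h culture, 24 hr compound treatment, then luciferase reagent and a luminescence read; cells are HEK293 stably expressing a constitutively active GLP-1R plus cAMP-responsive luciferase.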
DRD3 antagonist = antagonists of human D3 dopamine receptor; P35462; D3R cells, DiscoveRx beta-arrestin luminescence, antagonist mode; hits give low values; max response, negative = inhibition, %; 360,000 tested, 2.5% active; AID 652054; in the data active = max response below about -50%; inconclusive = no clear call, values can overlap the other calls; note: % is set by controls: 0 for no effect and ±100 for the full control effect; mostly tested at two doses, the higher about 12 µM
Target sequence (P35462 whole entry, looked up): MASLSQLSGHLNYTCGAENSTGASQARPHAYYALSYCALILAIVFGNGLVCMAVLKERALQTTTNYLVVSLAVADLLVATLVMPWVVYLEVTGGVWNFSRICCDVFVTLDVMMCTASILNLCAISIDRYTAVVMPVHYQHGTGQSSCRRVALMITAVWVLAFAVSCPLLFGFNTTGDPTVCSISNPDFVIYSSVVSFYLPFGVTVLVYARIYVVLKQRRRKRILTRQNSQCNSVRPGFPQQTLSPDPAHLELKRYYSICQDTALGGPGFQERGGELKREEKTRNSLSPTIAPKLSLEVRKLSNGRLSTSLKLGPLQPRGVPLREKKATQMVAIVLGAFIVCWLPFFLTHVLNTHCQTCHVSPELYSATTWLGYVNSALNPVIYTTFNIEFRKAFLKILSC
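Cells expressing the human receptor were seeded at 1500 cells/well, incubated overnight at 37 degrees C in 5% CO2, then exposed to library compounds with dopamine controls for 90 minutes at 37 degrees C before luminescent detection.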
FUS yeast rescue = rescues growth of FUS-expressing yeast. S. cerevisiae FUS-expressing, growth rescue, OD600, 24 h. Potency, µM (highest dose often 76.6 µM), inactives show at the top dose growth rescue (activation), actives largely listed as activators. 390,000 tested, 0.24% active. AID 1347120;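 note: potency is the fitted concentration of half-maximal effect; plate controls were DMSO vehicle for no effect and reference control for full effect; nearly all actives have a fitted effect of over 55% in size; some results filed as inactive show a strong effect at the top dose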
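Yeast FUS proteinopathy model; galactose-induced FUS (2%), starting OD 0.005. Cpds in dilution series, 24hr, 30C, 99% humidity. Abs 600 nm growth. Pos ctrl CP55940 (top 92uM final); neg ctrl DMSO.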
GLP-1R agonist = agonists of human GLP-1 receptor | Potency, µM (titrated, usually from 45.6 µM), for inactives: top-dose activation, most hits filed as activators | 380,000 tested, 0.007% active | HEK293 GLP-1R CRE-luciferase, luminescence, 4-6 h; cells express a hypersensitive GLP-1R form; note: potency is the fitted concentration of half-maximal effect; % of control where 0% means no effect
Active calls of the source: *; i = inactive; ? = inconclusive; . = not tested or not shown; & = joins results of further samples; [ ] = remark or other dose. Unless noted, calls come from the whole dose curve; as a rule, active = well fitted curve in the direction sought with a large enough effect; inconclusive = small, poorly fitted or top-dose-only effect, or another doubt; inactive = no such curve, though single readings can be large; an effect the other way counts as inactive or inconclusive. A portion of the library; count on the stated rates, not on these rows.

SMILES	PTHR1 agonist	aSyn rescue	TDP43 rescue	Abeta yeast res	pAkt inh	GLP-1R inv ag	DRD3 antagonist	FUS yeast rescue	GLP-1R agonist
COc1ccc(NC(=O)Cc2c(C(=O)O)n(C)c3ccccc23)cc1OC	?	3%	6%	-15%	i	9%	-2	20%	5%
Cc1cc(C)cc(NC(=S)/C(=C(\[O-])c2ccc(Cl)cc2Cl)[n+]2ccccc2)c1	14%	-1%	-16%	-4%	i	?	-9	23%	-1%
NS(=O)(=O)c1ccc(NC(=O)c2cccc3ccccc23)cc1	i	1%	27%	-1%	i	?	7	-2%	-4%
C[C@H]1O[C@H](O[C@H]2[C@H](O[C@@H]3CC[C@@]4(C)C(CC[C@]5(C)C4CC=C4[C@@H]6CC(C)(C)CC[C@]6(C(=O)O[C@@H]6O[C@H](CO)[C@@H](O)[C@H](O)[C@H]6O)CC[C@]45C)C3(C)C)O[C@H](C(=O)O)[C@@H](O)[C@@H]2O)[C@@H](O)[C@@H](O)[C@@H]1O (some centres not stated)	i	2%	1%	5%	i	6%	5	?	-5%
CC(=O)c1ccc(Sc2ccccn2)c([N+](=O)[O-])c1	-6%	-10%	?	-11%	i	17%	9	3%	4%
COc1cc(C(=O)c2ccccc2C(=O)O)c(OC)c2c1CCCC2	-28%	0%	10%	2%	i	1%	11	.	1%
CCOc1ccc(C(=O)c2cn(CC(=O)Nc3ccc4c(c3)OCO4)c3ccc(OCC)cc3c2=O)cc1	i	.	8%	-5%	.	8%	.	-7%	0%
CN(Cc1ccccc1)C(=O)c1csc([C@H]2C[C@H](O)[C@@H](CO)O2)n1	i	-6%	25%	-18%	i	8%	0	-31%	2%
NC(=S)N/N=C/c1ccccc1OC(=O)/C=C/c1ccccc1	-10%	8%	?	30%	i	2.5µM*	-7	?	14%
COc1ccc(-c2cc(C)no2)cc1S(=O)(=O)NCc1ccc(OC(C)C)cc1	-5%	1%	-11%&23%	5%&-9%	i	?	6	8%&36%	13%
Cc1oc(-c2ccc(C(=O)Nc3cc(F)ccc3F)cc2)nc1COc1ccccc1	-16%	.	8%	-1%	.	2%	.	-10%	.
COc1cc(NS(=O)(=O)c2cc(NC(C)=O)ccc2OC)c(OC)cc1NC(=O)c1ccccc1	-15%	1%	?	21%	i	5%	6	38%	-3%
COc1ccc(C(=O)Nc2ccccc2C(=O)NCCCn2ccnc2)cc1	i	-10%	-2%	5%	i	7%	-9	-3%	-4%
CC(C)c1cc(CNC(=O)C2CCC(=O)N(Cc3ccccc3F)C2)on1 (configuration not stated)	i	1%	5%	-31%[inhibitor]	i	15%	-3	1%	-5%
Cn1cc(CN2CCCC(CO)(Cc3ccccc3)C2)cn1 (configuration not stated)	i	6%	-1%	8%	i	4%	3	9%	5%
Cc1snc(S(=O)(=O)/C(C#N)=N/Nc2cccc(C(F)(F)F)c2)c1C#N	-18%[57.5 µM]	-8%	3%	17%	i	?	?	30%	15%
CCOC(=O)CNC(=O)CN1CCC(c2nc3ccccc3[nH]2)CC1	-21%	-3%	17%	10%	i	-8%	-1	-35%	0%
COc1ccc(OC)c2c1cc(C(=O)N[C@H](C(=O)N1CCC[C@H]1C(=O)O)C(C)C)n2C	-32%[inhibitor]	1%	13%	-2%	i	-14%	-22	-2%	-1%
CC(C(=O)NCc1ccco1)n1nc(-c2ccccc2)c2cc(Cl)ccc21 (configuration not stated)	i	-4%	5%	-7%	i	-12%	?	-6%	-3%
Cc1cc(C)cc(NC(=O)C2CCCN(c3nnc(C)c4c(C)n(-c5ccccc5)nc34)C2)c1 (configuration not stated)	0%	.	16%	-5%	.	27%	.	-8%	.
Cc1cc(C)c2nc(NC(=O)c3cccc(S(=O)(=O)N4CCc5ccccc54)c3)sc2c1	i	-8%	13%	-11%	i	17%	3	-6%&-5%	1%
CC1(C)C[C@@H]1C(=O)N/C(=C\CCCCSC[C@H](N)C(=O)O)C(=O)O	i	2%	0%	2%	i	1%	-6	-21%	-3%&5%
CCOCCCn1c(=N)c(C(=O)NCc2ccco2)cc2c(=O)n3ccccc3nc21	i	.	4%	1%	.	15%	.	-4%	0%
O=C(OC1CC2CC1[C@H]1CCCCN1C2=O)N1CCN(S(=O)(=O)c2ccccc2)CC1 (some centres not stated)	-18%	-8%	25%	1%	i	-5%	-53*	-2%	-4%
COc1cccc(CN2CCN(Cc3ccc(C#CC(C)(C)O)s3)CC2CCO)c1 (configuration not stated)	-10%	-5%	-4%	-6%	i	?	2	11%	4%
CC(=O)Nc1ccc(NC(=O)Cn2nc(C(=O)Nc3ccc(C)cc3)ccc2=O)cc1	-9%	-2%&10%	23%&20%	16%&0%	i	-4%&3%	3	18%&8%	-6%
NC(=O)C1CCN(c2ccc(C(F)(F)F)cc2[N+](=O)[O-])CC1	i	-3%	-12%	-5%	i	-1%	25	-2%	4%
CCOC(=O)c1ccccc1NC(=O)CSc1nnc(CC)n2c1cc1occc12	i	.	24%	-2%	.	24%	.	-11%	.
COC(=O)C1=C(C)N(c2ccc(F)cc2)C(=O)C1	-4%[57.5 µM]	0%	6%	-3%	i	-18%	-5	10%	1%
COc1ccc(C)cc1S(=O)(=O)N(C)CC(=O)NCc1ccccn1	i	3%	0%	-6%	i	-7%	-9	-1%	7%
O=C(NCc1cc(Cl)cc(Cl)c1)c1ccc2nc(COCCO)[nH]c2c1	-18%	?	9%	-20%	i	-2%	0	-9%	1%
CC(NC(=O)C12CC3CC(CC(C3)C1)C2)C(=O)NCCN(C)C (configuration not stated)	i	-4%	-19%	-14%	i	8%	-9	27%	2%
CC(=O)Nc1cccc(NC(=O)C2CCCN2C(=O)Nc2ccc(Cl)cc2)c1 (configuration not stated)	-9%	-2%	1%	7%	i	9%	8	8%	19%
COc1cc(Br)c(CN2C(=O)NC3(CCCCCC3)C2=O)cc1OC	24%	14%	-20%	1%	i	?	-14	28%	10%
CCc1nc(N2CCN(C(C)=O)CC2)c2c3c(sc2n1)CCCC3	i	14%	5%	2%	i	-5%	14	8%	24%
COCCN(C(=O)CSc1nnc(-c2ccco2)n1C)c1c(N)n(CC(C)C)c(=O)[nH]c1=O	-15%	0%	22%	-14%	i	17%	5	-12%	-3%
CSCCC(N=C(NS(=O)(=O)c1ccc(C)cc1)c1ccccc1)C(=O)O (configuration not stated)	-2%	4%	0%	-1%	i	-1%	-15	-18%	-2%
Cc1ccc(SCCC(=O)NCCSCc2ccccc2C)cc1	i	6%	27%	?	i	?	9	21%	-2%
CCOc1ccc(S(=O)(=O)N2CN3CCN(C3)C2)cc1	-24%	3%	6%	3%	i	8%	11	5%	9%
CCCC(=O)N(c1ccc2oc(C)c(C(C)=O)c2c1)S(=O)(=O)c1ccc(C(=O)O)cc1	-18%	-10%	-16%	2%	i	-9%	-25	24%	3%
CCc1ccccc1NC(=O)Cn1nnc2sc3c(c2c1=O)CCC(C(C)(C)C)C3 (configuration not stated)	i	.	8%	7%	.	11µM*	.	-9%	.
Cc1ccc(Cl)cc1N1CCN(C(=O)COc2cc(=O)n(C)c3ccccc23)CC1	-46%[inhibitor]	.	?	-9%	.	-1%	.	-18%	-2%
CC1(C)CC(=O)C(C(C2=C(O)CC(C)(C)CC2=O)c2ccco2)C(=O)C1 (configuration not stated)	-25%	1%	13%	-27%	i	3%	13	?	-20%
COc1ccc(-c2coc3cc4oc(=O)cc(C)c4cc23)cc1F	-8%	5%	-7%	-11%	i	-7%	-15	20%	-6%
Cc1ccc2nc(-c3c[nH]c4ccccc34)c(Nc3ccc(F)cc3)n2c1	i	.	-9%	-17%	.	?	.	31%	.
O=C(CC(=O)Nc1cc(Cl)ccc1Cl)Nc1cc(Cl)ccc1Cl	-11%	1%	9%	6%	i	4%	18	-19%	-2%
COc1ccc(Cn2c(CCC(=O)Nc3ccccc3OC)nc3cccnc32)cc1	-2%&14%	-2%	-7%&2%	-6%&15%	i	1%&2%	-5	14%&-20%	8%
COc1ccc(N2CCN(Cc3csc(C)c3-c3ccc(C)cc3)CC2)cc1	-29%	-1%	-6%	-6%	i	?	-27	26%	1%

Four compounds drawn at random from the list so far, as already listed:
SMILES	PTHR1 agonist	aSyn rescue	TDP43 rescue	Abeta yeast res	pAkt inh	GLP-1R inv ag	DRD3 antagonist	FUS yeast rescue	GLP-1R agonist
COc1cc(C(=O)c2ccccc2C(=O)O)c(OC)c2c1CCCC2	-28%	0%	10%	2%	i	1%	11	.	1%
CCc1ccccc1NC(=O)Cn1nnc2sc3c(c2c1=O)CCC(C(C)(C)C)C3 (configuration not stated)	i	.	8%	7%	.	11µM*	.	-9%	.
CC(=O)c1ccc(Sc2ccccn2)c([N+](=O)[O-])c1	-6%	-10%	?	-11%	i	17%	9	3%	4%
Cc1ccc(Cl)cc1N1CCN(C(=O)COc2cc(=O)n(C)c3ccccc23)CC1	-46%[inhibitor]	.	?	-9%	.	-1%	.	-18%	-2%

New compounds follow:
SMILES	PTHR1 agonist	aSyn rescue	TDP43 rescue	Abeta yeast res	pAkt inh	GLP-1R inv ag	DRD3 antagonist	FUS yeast rescue	GLP-1R agonist
Cc1cc2oc(C(=O)Nc3cccc(-c4nc5ccccc5o4)c3)c(C)c2cc1C	i	.	2%	-21%	.	13%	.	4%	.
CCN(CC)C(=O)/C(=C/c1cccc([N+](=O)[O-])c1)NC(=O)c1ccco1	i	1%	-5%[9.22 µM]	0%	i	14%	?	4%	7%
O=C(CCCCCNC(=O)N1CCn2c1nc1ccccc12)N[C@@H](Cc1ccccc1)C(=O)O	i	2%	15%	-9%	i	9%	-17	1%	-2%
CCO[C@H]1OC(C(=O)N2CCN(Cc3ccc4c(c3)OCO4)CC2)=C[C@@H](c2ccc3c(c2)OCO3)[C@@H]1CCCO	i	-1%	10%	1%	i	-30%	25	-14%	4%

Source: PubChem (National Center for Advancing Translational Sciences (NCATS))
